Assay outcomes as filed in PubChem BioAssay.
VLA-4 inh – inhibition in a human VLA-4 binding assay; P13612; VLA-4 expressing cells, ligand binding flow cytometry; inhibition, % (about 7 µM as worked out from the volumes in the protocol); 0.2% of 330,000 active; in the data active = inhibition above about 50%
MCL1 BIM primary – MCL1-BIM-BH3 interaction inhibition (human). GST-MCL1 / FITC-Bim-BH3 fluorescence polarization. inhibition, % at 10.9 µM. 0.68% of 320,000 active. AID 2057;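 active = inhibition above the mean inhibition of all tested compounds plus 3 SD, set per campaign, cut at about 40% in these data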;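 also: 0% = DMSO wells and 100% = unlabeled Bim-BH3 peptide control; higher means more loss of mP so more displacement of Bim peptide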
GLD-1 RNA inh – GLD-1-TGE RNA interaction inhibition (C. elegans); 0.44% of 320,000 active; inhibition, % at 5.96 µM; Q17339; AID 2280; purified GLD-1 + fluorescein TGE RNA, fluorescence polarization;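 active = percent inhibition above a per-plate cutoff, the plate mean of test compounds plus 3 SD, cut at about 30% in these data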;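 also: 0% = DMSO wells with GLD-1 and probe and 100% = wells lacking GLD-1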
PME-1 inh – PME-1 (human) inhibition | 0.53% of 320,000 active | recombinant PME-1, FP-Rh probe fluorescence polarization | AID 2130 | Q9Y570 | inhibition, % at 5.9 µM;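 active = inhibition above the campaign mean of all compounds plus 3 SD, cut at about 26% in these data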;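 also: competitive labeling of PME-1 active site by serine hydrolase directed probe; 0% = PME-1 with DMSO and 100% = wells lacking PME-1 enzyme; inhibitors block probe labeling so polarization falls and inhibition rises; many of its hits are not listed in these tables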
Fam108B inh – counter-screen for RBBP9 inhibitors: inhibitors of mouse Fam108B; 0.33% of 300,000 active; AID 1947; inhibition, % at 9.51 µM; recombinant Fam108B, FP-Rh probe fluorescence polarization;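 active = inhibition above the screen mean inhibition plus 3 SD, computed separately per campaign, cut at about 18% in these data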;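 also: inhibitors lower polarization as less probe binds the enzyme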
MEX-5 binding – C. elegans MEX-5 TCR-2 RNA binding activity; Q9XUB2; MEX-5/FITC-TCR2 RNA binding, fluorescence polarization; stronger effect = lower value; activity score (negative = inhibition of binding), % at 10 µM; 0.38% of 300,000 active;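 active = inhibition past about -25% in most replicates, and total fluorescence under double the plate's negative control median, limit read from the data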;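 also: 0% = DMSO and -100% = 5 µM competing unlabeled TCR2 RNA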
Bcl-xL primary – blocks human Bcl-xL binding to Bim BH3 peptide; GST-Bcl-xL / FITC-Bim BH3 peptide fluorescence polarization; inhibition, % at 10.9 µM; AID 2129; 0.7% of 320,000 active; Q07817;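 active = inhibition above the mean of all tested compounds plus 3 SD, cutoff set per campaign, cut at about 30% in these data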;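 also: 0% = DMSO wells and 100% = unlabeled Bim-BH3 peptide competitor; inhibitors lower millipolarization by displacing the labeled peptide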
Target sequence (Q07817 whole entry, looked up): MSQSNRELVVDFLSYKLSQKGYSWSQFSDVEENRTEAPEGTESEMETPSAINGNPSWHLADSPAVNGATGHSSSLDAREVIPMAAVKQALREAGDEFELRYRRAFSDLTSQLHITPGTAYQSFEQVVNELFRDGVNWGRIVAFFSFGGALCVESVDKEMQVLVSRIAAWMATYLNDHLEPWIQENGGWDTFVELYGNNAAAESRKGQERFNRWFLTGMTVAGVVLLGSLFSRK
GRK2 inh – human GRK2 inhibition via aptamer displacement | bead flow cytometry, FAM-aptamer displacement from GRK2 | 0.59% of 330,000 active | inhibition of aptamer binding, % at 10 µM | AID 488847 | P25098;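 active = inhibition of aptamer binding above 40%, roughly 3 SD of noise, on plates passing a quality check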;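 also: median bead fluorescence of bound FAM aptamer so fluorescent compounds give negative values; no value below 0 was filed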
Target sequence (P25098 whole entry, looked up): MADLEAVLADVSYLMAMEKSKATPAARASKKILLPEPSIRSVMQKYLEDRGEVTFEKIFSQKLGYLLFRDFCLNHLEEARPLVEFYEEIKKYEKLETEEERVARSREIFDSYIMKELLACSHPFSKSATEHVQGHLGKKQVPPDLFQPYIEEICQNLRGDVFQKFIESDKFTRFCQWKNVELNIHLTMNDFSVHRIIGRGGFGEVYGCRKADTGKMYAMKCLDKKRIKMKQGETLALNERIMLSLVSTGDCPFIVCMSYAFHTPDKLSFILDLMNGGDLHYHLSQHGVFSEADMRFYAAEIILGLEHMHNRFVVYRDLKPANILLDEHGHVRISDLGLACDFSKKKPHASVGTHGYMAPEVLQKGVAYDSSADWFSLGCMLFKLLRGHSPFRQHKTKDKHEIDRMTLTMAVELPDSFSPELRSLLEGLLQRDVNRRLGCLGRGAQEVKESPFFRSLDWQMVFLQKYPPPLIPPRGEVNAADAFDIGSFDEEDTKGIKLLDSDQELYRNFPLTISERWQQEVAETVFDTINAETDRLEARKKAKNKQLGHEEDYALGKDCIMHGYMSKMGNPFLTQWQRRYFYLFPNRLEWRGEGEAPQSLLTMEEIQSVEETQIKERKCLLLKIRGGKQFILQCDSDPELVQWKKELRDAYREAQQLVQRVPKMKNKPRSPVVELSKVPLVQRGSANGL
Efflux pump inh – blocks antifungal efflux pumps in multiplex yeast assay | 0.44% of 330,000 active | S. cerevisiae Candida pump triplex, Nile Red efflux | AID 485275 | inhibition, % at 10 µM;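 active = plate passing quality check with inhibition over a set limit, or well fluorescence over plate mean plus 4 SD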;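 also: Nile Red retained in pooled yeast measured as flow cytometry median fluorescence; 0% = buffer negative control and 100% = Enniatin B positive control; higher means more Nile Red kept so more efflux inhibition; some compounds called inactive have numbers as strong as hits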
The depositor's hits bear a star; . = no result given. Some of the compounds tested, so the mix of outcomes need not match the whole.

Screens by letter: A = VLA-4 inh; B = MCL1 BIM primary; C = GLD-1 RNA inh; D = PME-1 inh; E = Fam108B inh; F = MEX-5 binding; G = Bcl-xL primary; H = GRK2 inh; I = Efflux pump inh
> CCOc1ccc(NC(=O)NCc2cccn2C)cc1
  A = 0 | B = -1 | C = 6 | D = 0 | E = -6 | F = -0.6 | G = 2 | H = 1 | I = 0.0

> O=C(CCCCl)NC1=NN(c2ccccc2)C(=O)C1
  A = 15 | B = -8 | C = 4 | D = 1 | E = 1 | F = . | G = 4 | H = 0 | I = -0.1

> O=C(NCCCN1CCCC1=O)Nc1ccc(Cl)cc1Cl
  A = -4 | B = 1 | C = 5 | D = -2 | E = 2 | F = -0.6 | G = 3 | H = 0 | I = -2.2

> CC1CSc2ccccc2NC1=S (stereo not given)
  A = -20 | B = 6 | C = 1 | D = 0 | E = 4 | F = -1.3 | G = 3 | H = 2 | I = 0.1

> C=CCn1c(=O)c2ccccc2n2nnc(C(=O)OCC)c12
  A = -3 | B = 7 | C = 1 | D = -4 | E = 7 | F = 1.9 | G = 8 | H = 6 | I = -0.1

> Cc1ccc(NC(=O)COC(=O)c2ccc([N+](=O)[O-])s2)c(C)c1
  A = -4 | B = 8 | C = -1 | D = 0 | E = 3 | F = -0.7 | G = 5 | H = 0 | I = -0.2

> COc1ccc(Cl)c2sc(N(CCN(C)C)C(=O)CCS(=O)(=O)c3ccc(C)cc3)nc12
  A = 26 | B = 1 | C = 8 | D = 9 | E = 2 | F = 4.5 | G = 4 | H = 0 | I = 0.0

> O=C1c2ccccc2NC2CCCCCN12 (stereo not given)
  A = -6 | B = 2 | C = 8 | D = 1 | E = 2 | F = -1.1 | G = 5 | H = 2 | I = 0.0

> O=C(O)C1C2C=CC(O2)C1C(=O)Nc1ccc(S(=O)(=O)Nc2ccccc2)cc1 (stereo not given)
  A = -2 | B = 4 | C = 1 | D = 1 | E = -2 | F = . | G = 0 | H = 4 | I = 0.0

> COC(=O)c1cccc(CSc2nnc(-c3ccco3)n2-c2ccccc2)c1
  A = -3 | B = -9 | C = 2 | D = 0 | E = 0 | F = 0.8 | G = -5 | H = 1 | I = -0.1

> O=[N+]([O-])c1cccc(S(=O)(=O)NCCc2ccccc2)c1
  A = -1 | B = 8 | C = 5 | D = 1 | E = 2 | F = 0.2 | G = 5 | H = 0 | I = -0.1

> CCCCN(CCCC)Cc1cc2ccccc2c2c1COC2
  A = -3 | B = 6 | C = 2 | D = 7 | E = -4 | F = -2.0 | G = 9 | H = 2 | I = -0.2

> CN(C(=O)c1cccc(NC(=O)Cc2ccc([N+](=O)[O-])cc2)c1)C1CC1
  A = -6 | B = . | C = -2 | D = . | E = . | F = . | G = . | H = 3 | I = -0.4

> CCOc1ccc(N(C)C(=O)CCc2nnc3ccc(N4CCOCC4)nn23)cc1
  A = 1 | B = 10 | C = -2 | D = 0 | E = 3 | F = 3.0 | G = 6 | H = 12 | I = -0.1

> O=C(CN(Cc1ccc(F)cc1)C(=O)CNS(=O)(=O)c1ccc(F)cc1)NCC1CCCO1 (stereo not given)
  A = 3 | B = 0 | C = 0 | D = -1 | E = 2 | F = -0.7 | G = -1 | H = 0 | I = -0.4

> CCc1sc(N(C(=O)Cc2ccccc2)c2cccc(F)c2)nc1-c1ccc(C)cc1
  A = -2 | B = -1 | C = 0 | D = 8 | E = -4 | F = -0.6 | G = 5 | H = 1 | I = 0.1

> Cn1nc(C(=O)NCCCN2CCCCC2)c2c1-c1ccccc1SC2
  A = -118 | B = 5 | C = -4 | D = -7 | E = 4 | F = 2.4 | G = 4 | H = 6 | I = -0.1

> CC1CCN(Cc2c(O)ccc3c(=O)c(-c4nc5ccccc5s4)c(N)oc23)CC1
  A = -4 | B = 14 | C = -9 | D = -1 | E = 5 | F = 3.4 | G = 9 | H = 0 | I = -0.1

> CC(=O)Nc1ccc2[nH]c(C)cc(=O)c2c1
  A = 12 | B = 0 | C = 7 | D = 1 | E = -1 | F = -2.2 | G = 0 | H = 0 | I = -0.1

> CC(=O)OCC(CCn1cnc2cnc(N)nc21)COC(C)=O
  A = 1 | B = 7 | C = 0 | D = -5 | E = 3 | F = 0.8 | G = 3 | H = 0 | I = -0.2

> CCOC(=O)N1CCC(NS(=O)(=O)c2ccc3c(c2)oc(=O)n3C)CC1
  A = -59 | B = -26 | C = -5 | D = -1 | E = 0 | F = -0.8 | G = -5 | H = 0 | I = 0.0

> COc1ccc(CCN(Cc2cc3cc(C)cc(C)c3nc2Cl)C(=O)C2CC2)cc1
  A = 32 | B = 1 | C = -1 | D = -5 | E = -2 | F = -1.3 | G = 2 | H = 3 | I = 0.0

> Cc1noc(C)c1COc1ccc(C(=O)OCC(=O)Nc2ccc3c(c2)OCO3)cc1
  A = -5 | B = 1 | C = 2 | D = -6 | E = 1 | F = 1.5 | G = 0 | H = 1 | I = -0.1

> COc1cccc(OCCN2CCN(c3ncnc4c3cnn4-c3ccccc3)CC2)c1
  A = -7 | B = -1 | C = -3 | D = -4 | E = 2 | F = -1.0 | G = 1 | H = 0 | I = 0.2

> CCN(CC)S(=O)(=O)c1ccc(Cl)c(C(=O)Nc2cc(C)nn2-c2ccccc2)c1
  A = 21 | B = 9 | C = 10 | D = 10 | E = 3 | F = -0.6 | G = 4 | H = 4 | I = -0.1

> Cc1cccc([C@@H]2[C@@H]3C(=O)N(Cc4ccccc4)C(=O)[C@@H]3[C@]3(Cc4ccc(Cl)cc4)C(=O)N(c4cccc(Br)c4)C(=O)N23)c1
  A = -2 | B = -9 | C = -3 | D = -1 | E = -11 | F = 1.4 | G = -3 | H = 0 | I = 0.0

> COc1ccc(OC)c(C2=Nn3c(nnc3-c3cc(OC)c(OC)c(OC)c3)SC2)c1
  A = 1 | B = -2 | C = 2 | D = 4 | E = -4 | F = -0.5 | G = 0 | H = 0 | I = 0.1

> Cc1ccccc1-n1ncc2c1CC(C)(C)CC2NC(=O)C1=CC(=O)CC(C)(C)O1 (stereo not given)
  A = 6 | B = 1 | C = -2 | D = 2 | E = -2 | F = 1.2 | G = 5 | H = 1 | I = -0.1

> CCCCn1c(N)c(N(CCC(C)C)C(=O)c2cc(-c3ccco3)nc3ccccc23)c(=O)[nH]c1=O
  A = 13 | B = 24 | C = 4 | D = 3 | E = 1 | F = -1.6 | G = 7 | H = 17 | I = 2.5

> O=C(COC(=O)/C=C/c1ccc(Cl)cc1Cl)NCCC1=CCCCC1
  A = 10 | B = -5 | C = -3 | D = 3 | E = 2 | F = 1.6 | G = 2 | H = 0 | I = 0.3

> COc1cc(S(=O)(=O)Nc2ccccc2C(=O)N2CCCCC2)ccc1NC(C)=O
  A = 14 | B = 3 | C = 1 | D = 6 | E = . | F = . | G = 2 | H = 0 | I = -0.1

> CCC1(C)Nc2ccccc2C(=O)N1O (stereo not given)
  A = 3 | B = -3 | C = 5 | D = -4 | E = -3 | F = -0.6 | G = -7 | H = 3 | I = 0.3

> CC(=O)c1ccc(N(C(=O)CNC(=O)c2ccco2)C(C(=O)NC2CCCC2)c2ccc(C)o2)cc1 (stereo not given)
  A = 7 | B = -5 | C = 4 | D = -3 | E = 5 | F = -1.5 | G = 0 | H = 2 | I = 0.0

> CCC[C@@H](CN[C@@H](CNC)C(C)C)NCCCCc1ccccc1
  A = 11 | B = 11 | C = 1 | D = 1 | E = 3 | F = 1.7 | G = 7 | H = 0 | I = 0.0

> Cc1cccc(NC(=O)c2ccc(C(=O)c3ccccc3)o2)c1
  A = 4 | B = 1 | C = 4 | D = 0 | E = 1 | F = 2.2 | G = 3 | H = 3 | I = 0.2

> O=C(CCc1nnc2ccc(NCc3ccco3)nn12)Nc1ccccc1F
  A = 14 | B = 14 | C = 10 | D = -8 | E = -1 | F = -1.9 | G = 12 | H = 1 | I = 0.0

> Cc1ccc(C)c2[nH]c(=O)c(CCNC(=O)c3ccc(S(=O)(=O)N(C)C)cc3)cc12
  A = 19 | B = 2 | C = -1 | D = -3 | E = 0 | F = 1.6 | G = 2 | H = 3 | I = 0.0

> CC(CCc1ccccc1)NC(=O)c1cccnc1 (stereo not given)
  A = -3 | B = 6 | C = 1 | D = -1 | E = 1 | F = 1.4 | G = 10 | H = 0 | I = 0.1

> C/C(=N\NC(=O)C1CC1c1ccccc1)c1ccc(C)s1 (stereo not given)
  A = 10 | B = 3 | C = 6 | D = -3 | E = 1 | F = -2.2 | G = 1 | H = 2 | I = -0.2

> CC(C)CC(COCc1cccc(C(F)(F)F)c1)N1CCN(C(=O)c2cccc(C(F)(F)F)c2)CCC1=O (stereo not given)
  A = . | B = -2 | C = 6 | D = 5 | E = 3 | F = 0.9 | G = -3 | H = . | I = .

> Cn1cc(CC(=O)NCCCN2CCCC2)c2ccccc21
  A = 14 | B = 4 | C = 5 | D = 0 | E = -4 | F = -0.3 | G = 2 | H = 0 | I = -0.1

> Cc1nnsc1NC(=O)OCc1ccc(Cl)cc1Cl
  A = 0 | B = -3 | C = 1 | D = 4 | E = 0 | F = 2.1 | G = 0 | H = 5 | I = -0.1

> Cc1ccc(CC2SC(N)=NC2=O)cc1 (stereo not given)
  A = 27 | B = 2 | C = -6 | D = 6 | E = -5 | F = 0.2 | G = 6 | H = 2 | I = 0.0

> N#Cc1c(/N=C/N2CCOCC2)sc2c1CCCCC2
  A = 3 | B = -2 | C = 1 | D = -1 | E = 2 | F = 0.1 | G = 2 | H = 1 | I = 0.0

> CCOC(=O)Cc1csc(NC(=O)Cn2cnc3c2c(=O)n(C)c(=O)n3C)n1
  A = -10 | B = 5 | C = 4 | D = -6 | E = -2 | F = -1.4 | G = 1 | H = 1 | I = 0.0

> O=C(COC(=O)Cn1[nH]c(=O)c2ccccc2c1=O)NNC(=O)c1ccccc1
  A = 2 | B = -4 | C = -5 | D = 3 | E = . | F = . | G = -1 | H = 4 | I = -0.1

> O=C(Nc1nc2c(s1)CN(Cc1ccccc1)CC2)C1CCCC1
  A = 18 | B = 3 | C = -7 | D = -7 | E = -1 | F = -4.9 | G = 2 | H = 0 | I = 0.6

> O=C(c1cccc(NS(=O)(=O)c2ccccc2)c1)N1CCCC1
  A = 1 | B = 8 | C = 2 | D = 2 | E = -2 | F = 1.8 | G = 3 | H = 0 | I = -0.1

> CN1CCN(CCCCOc2ccccc2C=O)CC1
  A = 8 | B = 1 | C = -6 | D = -5 | E = 1 | F = -5.5 | G = 2 | H = 0 | I = -0.1

> COc1ccccc1-c1nc(C#N)c(N2CCN(C(=O)c3ccco3)CC2)o1
  A = 3 | B = 17 | C = 1 | D = 6 | E = -3 | F = -3.6 | G = 7 | H = 3 | I = 0.0

An excerpt from above in order of molar mass, low to high.
Screens by letter: A = VLA-4 inh; B = MCL1 BIM primary; C = GLD-1 RNA inh; D = PME-1 inh; E = Fam108B inh; F = MEX-5 binding; G = Bcl-xL primary; H = GRK2 inh; I = Efflux pump inh
> CCC[C@@H](CN[C@@H](CNC)C(C)C)NCCCCc1ccccc1
  A = 11 | B = 11 | C = 1 | D = 1 | E = 3 | F = 1.7 | G = 7 | H = 0 | I = 0.0

> Cc1ccc(C)c2[nH]c(=O)c(CCNC(=O)c3ccc(S(=O)(=O)N(C)C)cc3)cc12
  A = 19 | B = 2 | C = -1 | D = -3 | E = 0 | F = 1.6 | G = 2 | H = 3 | I = 0.0

> CCc1sc(N(C(=O)Cc2ccccc2)c2cccc(F)c2)nc1-c1ccc(C)cc1
  A = -2 | B = -1 | C = 0 | D = 8 | E = -4 | F = -0.6 | G = 5 | H = 1 | I = 0.1
